Wnt act – activators of Wnt/beta-catenin signaling; activation, % at 9.35 µM; Wnt/beta-catenin reporter cell assay, activator, plate reader; AID 743398; hit rate 1.2% among 300,000; in the data active means activation above about 30%, passing the limit was not always enough; inconclusive means no clear call, values can overlap the other calls;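 further: 0% = neutral control wells and 100% = positive control wells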
V-ATPase pHluor – regulators of yeast V-ATPase proton transport; S. cerevisiae, pHLuorin cytosolic pH fluorescence; response, % at 10 µM; hit rate 0.37% among 350,000; in the data active means response mostly above about 7.3%, no sharp cut-off; inactive means mostly below about 5.4%; further: actives read high; inactives centre near 0; some compounds called inactive have numbers as strong as hits; reference of the scale not given here
HTR5A inv ag – inverse agonist of human HTR5A in OPRM1-OPRD1 counter-screen; HTR5A cell line, luminescence, inverse agonism; P47898; hit rate 0.083% among 340,000; inhibition, % at 9.3 µM; in the data active means inhibition mostly above about 23%, no sharp cut-off; inactive means mostly below about 18%;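 further: 0% = cells with DMSO and 100% = no-cell wells with DMSO; some compounds called inactive have numbers as strong as hits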
dFosB activator – enhances mouse delta FosB homodimer DNA binding; hit rate 0.99% among 340,000; activation, % at 25 µM; purified delta FosB, TAMRA-CDK5 oligo fluorescence polarization; percent of positive-control signal above neutral wells; AID 493131; P13346;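 active means mean activation above about 17%, with every replicate also reaching it, limit read from the data, passing the limit was not always enough; inconclusive means only one of the two conditions met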;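 further: fluorescence polarization rise as delta FosB binds a TAMRA Cdk5 AP-1 oligo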
MITF TRPM1 HTS – increases MITF-driven TRPM1 promoter luciferase signal; SK-MEL-5 TRPM1-promoter luciferase, 24 h; % of positive control, neutral wells = 0; activation, % at 12.5 µM; hit rate 0.75% among 300,000;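 active means mean activation of at least 80% with every replicate also reaching 80%; inconclusive means mean reaches 80% but some replicate falls short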;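 further: 0% = neutral control wells and 100% = parthenolide positive control wells; values of inactives mirror those of a sister screen read the other way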
CDK5 inh – blocks human CDK5/p35 kinase activity | inhibition, % at 10 µM | hit rate 0.01% among 330,000 | Recombinant CDK5/p35, ADP-Glo luminescence, 60 min | Q00535+Q15078;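 active means highest replicate inhibition of at least 50% and at least 75% of replicates reaching 50%; inconclusive means only one of the two criteria met; inactive means both criteria failed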;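 further: plate controls were DMSO neutral control for no effect and GW8510 at 10 µM for full effect; many of its hits are not listed in these tables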
NSD2 HMT inh – inhibitors of human histone methyltransferase NSD2 | hit rate 0.54% among 310,000 | AID 743445 | NSD2 peptide methylation, AlphaScreen, 120 min | inhibition, % at 12.5 µM | O96028; in the data active means inhibition above about 50%
Target sequence (O96028 whole entry, looked up): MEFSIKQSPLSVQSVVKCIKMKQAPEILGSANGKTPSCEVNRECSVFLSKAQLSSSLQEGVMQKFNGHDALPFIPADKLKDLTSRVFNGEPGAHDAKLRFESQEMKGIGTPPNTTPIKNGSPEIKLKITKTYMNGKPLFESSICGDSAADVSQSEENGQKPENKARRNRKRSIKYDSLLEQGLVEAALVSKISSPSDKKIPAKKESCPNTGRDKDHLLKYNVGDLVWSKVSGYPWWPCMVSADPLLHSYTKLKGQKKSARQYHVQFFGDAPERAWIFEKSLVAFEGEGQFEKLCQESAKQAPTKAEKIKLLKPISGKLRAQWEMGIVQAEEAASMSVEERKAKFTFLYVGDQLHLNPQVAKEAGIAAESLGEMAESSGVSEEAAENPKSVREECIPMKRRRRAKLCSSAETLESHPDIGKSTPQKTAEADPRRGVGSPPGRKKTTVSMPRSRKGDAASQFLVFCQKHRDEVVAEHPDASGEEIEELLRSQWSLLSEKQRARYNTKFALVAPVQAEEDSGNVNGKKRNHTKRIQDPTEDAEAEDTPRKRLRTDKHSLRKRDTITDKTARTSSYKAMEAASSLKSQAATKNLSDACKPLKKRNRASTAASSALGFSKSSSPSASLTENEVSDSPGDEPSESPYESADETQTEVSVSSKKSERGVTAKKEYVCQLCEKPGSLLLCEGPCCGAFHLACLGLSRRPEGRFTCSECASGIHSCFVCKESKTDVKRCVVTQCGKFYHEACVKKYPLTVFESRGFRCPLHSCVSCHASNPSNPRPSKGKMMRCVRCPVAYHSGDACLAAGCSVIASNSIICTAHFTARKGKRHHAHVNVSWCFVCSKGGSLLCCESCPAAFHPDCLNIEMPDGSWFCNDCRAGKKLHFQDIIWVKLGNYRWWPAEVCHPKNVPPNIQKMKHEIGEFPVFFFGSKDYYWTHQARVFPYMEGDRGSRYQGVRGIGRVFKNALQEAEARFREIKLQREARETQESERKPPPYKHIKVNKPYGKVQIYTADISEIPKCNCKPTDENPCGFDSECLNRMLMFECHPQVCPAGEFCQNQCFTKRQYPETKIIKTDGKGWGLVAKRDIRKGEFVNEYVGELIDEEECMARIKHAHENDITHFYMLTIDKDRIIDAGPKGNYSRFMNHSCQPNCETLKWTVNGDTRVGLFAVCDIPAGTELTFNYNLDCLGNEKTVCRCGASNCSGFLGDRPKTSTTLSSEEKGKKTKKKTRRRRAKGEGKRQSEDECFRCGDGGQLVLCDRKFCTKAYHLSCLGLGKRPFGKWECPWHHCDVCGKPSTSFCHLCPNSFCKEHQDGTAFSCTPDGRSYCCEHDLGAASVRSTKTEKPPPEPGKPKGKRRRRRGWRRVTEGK
PvdQ inh – P. aeruginosa PvdQ acylase inhibition; purified PvdQ acylase, fluorescence plate reader; inhibition, % at 10 µM; hit rate 0.063% among 340,000; in the data active means inhibition above about 30%, passing the limit was not always enough; inconclusive means no clear call, values can overlap the other calls;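 further: 0% = vehicle neutral wells and 100% = reference inhibitor wells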
HTR5A ag – activates human HTR5A in OPRM1-OPRD1 agonist counter-screen | AID 504692 | P47898 | HTR5A agonist assay, luminescence, cell-based | activation, % at 9.3 µM | hit rate 0.61% among 340,000; in the data active means activation mostly above about 9.5%, no sharp cut-off; inactive means mostly below about 7.6%;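 further: 0% = cells with vehicle only and 100% = reference agonist; strong numbers were not always called active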
SR-BI HDL uptake – inhibitors of mouse SR-BI mediated HDL lipid uptake; hit rate 0.96% among 320,000; Q61009; inhibition, % at 12.5 µM; ldlA[mSR-BI] CHO cells, DiI-HDL uptake fluorescence, 3 h;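 active means mean replicate inhibition of at least 70% and a set share of replicates each scoring 70 or more; inconclusive means meets just one of the two criteria; inactive means fails both criteria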;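 further: 0% = median of neutral control wells and 100% = median of positive control wells; values of inactives mirror those of a sister screen read the other way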
Starred values were filed as active, the others as inactive; ? = inconclusive; nt = not tested or not shown; ! = a repeat was not active.

SMILES | Wnt act | V-ATPase pHluor | HTR5A inv ag | dFosB activator | MITF TRPM1 HTS | CDK5 inh | NSD2 HMT inh | PvdQ inh | HTR5A ag | SR-BI HDL uptake
Cc1cccnc1NC(=O)CN1C(=O)COc2ccc(Cl)cc21 | -1 | -2 | 9 | 5 | nt | -4.3 | -1 | -28 | 2 | -6
NCCc1nnc(SCc2ccccc2F)o1 | -4 | -2 | 13 | -5 | nt | 1.8 | 0 | -14 | -5 | 5
Cc1cc(C(C)(C)C)oc1C(=O)N(CC(=O)NC1CCCC1)Cc1ccc(Cl)cc1 | 1 | -1 | -1 | -14 | -8 | -1.1 | 0 | -9 | 3 | 51
Cc1cc(N)n(-c2ncnc3scc(-c4ccc(Cl)cc4)c23)n1 | -1 | 2 | -8 | -6 | 2 | 0.1 | 12 | -9 | 4 | -19
CCOC(=O)C(=CNc1cc(C)ccc1-n1cccc1)C(=O)OCC | 2 | 0 | -7 | -11 | nt | -0.4 | -1 | -9 | 4 | -12
Cc1cc2ccccc2c(=O)n1CC(=O)NCC(=O)N1CCCC(C)C1 (centres undefined) | -3 | -3 | -26 | -5 | nt | 2.2 | -3 | -24 | 2 | -29
O=C1C=CC2C(c3ccc4c(c3)OCO4)CC1N2Cc1ccccc1 (centres undefined) | nt | 0 | -7 | -4 | -15 | -0.8 | 6 | -5 | 3 | -16
Cc1ccc(S(=O)(=O)NCC(=O)OCC(=O)Nc2ccc(C)c(S(=O)(=O)N3CCOCC3)c2)cc1 | 2 | 3 | 1 | -14 | 2 | 1.0 | 9 | -10 | 0 | -16
COc1ccc(NC(=O)CO/N=C2/CCCc3nonc32)c(OC)c1 | -2 | 4 | 6 | 3 | -15 | 2.2 | -2 | 9 | 3 | 20
CN(Cc1cnn(C)c1)S(=O)(=O)c1cccc([N+](=O)[O-])c1 | -2 | -2 | -18 | -6 | -3 | -2.3 | 1 | -8 | 6 | nt
CC(C)n1nnnc1SCC(=O)N1CCN(C(=O)c2ccco2)CC1 | -1 | 2 | -4 | -8 | -1 | nt | -6 | -8 | 3 | 23
CCOC(=O)C1=C(CCc2ccccc2)NC(=O)NC1c1cccc([N+](=O)[O-])c1 (centres undefined) | -2 | 5 | 13 | 2 | -5 | -0.8 | nt | -20 | -2 | 65
CC(=O)Nc1ccc(S(=O)(=O)N(C)CC(=O)N/N=C/c2ccc(C(=O)O)cc2)cc1 | 0 | 2 | -8 | 1 | nt | 0.5 | -1 | -10 | 3 | -14
O=C(Nc1nnc(C23CC4CC(CC(C4)C2)C3)s1)c1ccco1 | 41*! | 3 | -23 | -8 | 78 | -2.4 | -3 | -18 | 6 | 15
Cc1nc(-c2ccc(F)cc2)c(CC(=O)N(C)CC(=O)Nc2ccccc2Br)s1 | -2 | -3 | -15 | -4 | -6 | 0.5 | -2 | 7 | 7 | 0
CCN(CC)S(=O)(=O)c1ccc(N2CCOCC2)c(NC(=O)c2cc3ccccc3oc2=O)c1 | 0 | -4 | 14 | 1 | 7 | 0.5 | 8 | -14 | -6 | -1
CNC(=O)CN(c1ccc(Oc2ccccc2)cc1)S(=O)(=O)c1ccc(C)cc1 | -2 | -2 | 3 | -4 | 5 | -0.6 | 14 | 7 | -1 | -22
Cc1ccc(S(=O)(=O)N2C3C=CC(C3)C2C(=O)O)cc1 (centres undefined) | -1 | 4 | -3 | -4 | 11 | -7.3 | nt | 2 | 1 | 6
COc1ccc(C(=O)C2CCCN(Cc3c[nH]c4ccccc34)C2)c(OC)c1 (centres undefined) | 1 | 1 | 8 | 0 | -7 | -1.1 | 3 | -1 | 8 | 31
O=C(c1ccc(-c2ccc([N+](=O)[O-])cc2)o1)N1CCCCC1 | 75* | 1 | 8 | -7 | 51 | -0.7 | 7 | 0 | -3 | 48
O=C(c1cccs1)N(Cc1ccc(Cl)cc1)C1CCS(=O)(=O)C1 (centres undefined) | 1 | 6 | -8 | -1 | 3 | 1.3 | 0 | -19 | 0 | -11
CCOc1ccc(CCNC(=O)c2cc3ccccn3n2)cc1OCC | 3 | 2 | -2 | -11 | nt | 0.2 | nt | -1 | 1 | 13
C[C@H](NC(=O)c1ccccc1Cl)C(=O)OCC(=O)N1CC2(C)CC1CC(C)(C)C2 (some centres undefined) | 0 | 5 | -4 | 10 | 0 | 0.2 | 0 | -3 | 5 | -10
Oc1ccc(C=NNc2ccccn2)c(O)c1 | 12 | -2 | 11 | 3 | 2 | 3.6 | 1 | -5 | -3 | -3
C=CCN(CC=C)CCOc1ccc(C)cc1[N+](=O)[O-] | 26 | 6 | 0 | -1 | 10 | 0.0 | 12 | -3 | -4 | 18
NC(N)=N/N=C/c1ccccc1Cl | -2 | -3 | 0 | -6 | -10 | 1.9 | nt | 4 | 0 | -22
COc1cc(SC)ccc1C(=O)Nc1c(C)cccc1C | -1 | 2 | 21 | 5 | 5 | 1.3 | -4 | -14 | -1 | 47
Cc1ccc(C(=O)OCc2cn3ccccc3n2)cc1 | 0 | -5 | 11 | -6 | 24 | 1.8 | -1 | 1 | -5 | 1
CNC(=S)NNC(=O)c1cc(C(C)(C)C)nn1Cc1ccc(F)cc1 | 0 | -5 | -10 | -3 | -1 | 3.3 | -1 | -15 | 3 | -15
COc1ccc(OC)c(-c2c3cc(O)c(=O)cc-3oc3cc(O)c(O)cc23)c1 | nt | -4 | 20 | 46* | -33 | 4.9 | nt | 3 | -5 | 91*
Cc1cccc(-n2c(N)c(C(=O)N3CCN(C)CC3)sc2=S)c1 | nt | 4 | -14 | 0 | -8 | 2.5 | 4 | -10 | -4 | -17
CCN1CCN(C(CNS(=O)(=O)c2ccc(C)cc2)c2ccccc2)CC1 (centres undefined) | -2 | 4 | 8 | -10 | 11 | 1.3 | 1 | -16 | 2 | -15
Cc1cccc(NC(=O)N2CCC(c3nc4ccccc4o3)CC2)c1 | nt | 5 | -6 | -4 | 3 | -0.3 | 5 | -11 | 0 | 0
COc1cccc(CN2CCN(C(=O)c3ccco3)CC2)c1 | 1 | -4 | 7 | 1 | nt | -1.6 | 32 | -11 | -2 | 6
O=C(c1c[nH]c2ccc(S(=O)(=O)N3CCOCC3)cc2c1=O)N1CCCC1 | nt | -3 | -26 | -2 | -1 | 1.3 | -2 | -3 | -2 | nt
Cc1ccccc1NCC(=O)N/N=C/C(Br)=C/c1ccccc1 | nt | -3 | -5 | -5 | -4 | -1.8 | 0 | -5 | 1 | 9
CCC(C)Sc1nc2ccccc2n1CC(=O)O (centres undefined) | nt | 0 | 5 | 5 | 16 | -0.9 | -2 | -14 | -2 | 5
Cc1c(Cl)cccc1N/C(SCC(=O)N1CCCCCC1)=C(/C#N)c1nc2ccccc2s1 | -4 | 3 | 4 | -9 | -46 | 1.1 | 0 | -13 | 8 | 38
COc1ccccc1C(=O)NC(CCSC)C(=O)NCC(c1ccccc1OC)N1CCCC1 (centres undefined) | -2 | 0 | -7 | -7 | 22 | -0.5 | 2 | -5 | 2 | -26
O=C(NN1CCOCC1)c1cc(-c2cccc(Cl)c2)nc2ccccc12 | -1 | 0 | 1 | -1 | -1 | -1.6 | -10 | -3 | 3 | 11
COc1ccc(Cl)cc1C(=O)NNC(=O)c1cccs1 | 0 | 3 | -1 | ? | 38 | -0.8 | 4 | -10 | 0 | -1
CCOC(=O)N1CCN(c2nc3c(C)cccn3c(=O)c2C=O)CC1 | 0 | -4 | 2 | -3 | nt | -0.8 | 1 | 14 | -1 | 7
Cc1ccc(-n2c(-c3ccc(Cl)cc3)n[nH]c2=S)cc1 | -1 | 6 | 2 | 1 | 0 | 6.7 | 0 | 7 | 0 | -24
COC(=O)CSc1[nH]c2ccc(Br)cc2c1[N+](=O)[O-] | 0 | 1 | -9 | 5 | -17 | 1.7 | -6 | -6 | 3 | 2
CCOC(=O)CN1N=C(/C=C/c2ccc(C)cc2)CCC1=O | nt | -2 | -13 | -1 | 20 | 0.3 | 16 | -9 | 4 | -27
COc1ccccc1CCNC(=O)C(=O)NCC1OCCN1S(=O)(=O)c1ccc(Cl)cc1 (centres undefined) | -2 | 1 | -21 | -13 | nt | 0.0 | nt | -3 | -1 | 28
COC(=O)c1ccc(C(=O)OC)c(=O)[nH]1 | 1 | -3 | 11 | 1 | -13 | 1.1 | -2 | -3 | -3 | 31
CCN(CC)CCCn1c2c(c(SCC(=O)Nc3cc(C)on3)nc1=O)CCC2 | 1 | 4 | 4 | 11 | -4 | -1.0 | 21 | 0 | -2 | 1
Cn1c(CO)cnc1SCC(=O)c1ccc(Br)cc1 | -1 | 1 | -3 | 2 | 4 | -2.5 | 3 | -19 | 1 | -13
O=C(NCc1ccccc1)c1cccc(NC(=O)C2CCCCC2)c1 | -1 | -4 | -17 | -6 | -5 | 1.0 | nt | -11 | 5 | 0
O=C(Nc1ccc(Cl)c(S(=O)(=O)N2CCOCC2)c1)c1n[nH]c(=O)c2ccccc12 | -5 | -4 | 6 | -8 | -12 | -0.9 | -1 | -8 | -2 | -3
Clc1ccc(N2CCOCC2)nn1 | -3 | 1 | 2 | -5 | -6 | -1.1 | -3 | -3 | 0 | -8
Cc1ccccc1-c1nnn(CC(=O)Nc2ccc3c(c2)OCO3)n1 | 15 | -4 | -12 | 1 | -5 | 1.6 | -1 | -11 | 2 | -17
COc1cccc(CN2CCN(S(=O)(=O)c3ccc(NC(C)=O)cc3)CC2)c1OC | -1 | 4 | 9 | -5 | -15 | -1.8 | 0 | -12 | -4 | -17
CCn1cc(C(=O)NCCc2ccc(Cl)cc2)c(=O)c2ccc(C)nc21 | 2 | -5 | -18 | -3 | 5 | 0.7 | nt | 8 | 5 | -5
CN(C)S(=O)(=O)c1ccc(NC(=O)COC(=O)c2n[nH]c3ccccc23)cc1 | nt | -1 | 14 | -1 | -17 | 0.4 | 1 | -23 | 2 | 32
CC(=O)Nc1ccc(S(=O)(=O)N(Cc2ccccc2)c2ccccc2F)cc1 | -12 | 0 | -10 | -7 | 14 | -0.6 | -1 | -8 | 3 | 19
C/C(Cl)=C/CSc1nn2c(=O)c3ccccc3nc2s1 | nt | -2 | -5 | -4 | ? | -0.7 | -12 | -11 | 3 | -1
CCOc1ccc(N2C(=O)CC(N(Cc3ccco3)C(C)=O)C2=O)cc1 (centres undefined) | nt | 0 | -3 | -3 | 1 | 0.6 | -3 | -13 | -2 | -21
Cc1ccc(C)c(N2CCN(S(=O)(=O)CC34CCC(CC3=O)C4(C)C)CC2)c1 (centres undefined) | 1 | -4 | -22 | -13 | 0 | -0.9 | -4 | -6 | 8 | 25
Cc1cc(=O)oc2cc(NC(=O)c3cccc(S(C)(=O)=O)c3)ccc12 | 7 | -5 | -13 | -10 | 93* | 1.4 | -1 | 2 | 4 | 53

Three entries from above, ordered by number of heavy atoms, highest first:
SMILES | Wnt act | V-ATPase pHluor | HTR5A inv ag | dFosB activator | MITF TRPM1 HTS | CDK5 inh | NSD2 HMT inh | PvdQ inh | HTR5A ag | SR-BI HDL uptake
COc1cccc(CN2CCN(S(=O)(=O)c3ccc(NC(C)=O)cc3)CC2)c1OC | -1 | 4 | 9 | -5 | -15 | -1.8 | 0 | -12 | -4 | -17
CC(=O)Nc1ccc(S(=O)(=O)N(Cc2ccccc2)c2ccccc2F)cc1 | -12 | 0 | -10 | -7 | 14 | -0.6 | -1 | -8 | 3 | 19
C/C(Cl)=C/CSc1nn2c(=O)c3ccccc3nc2s1 | nt | -2 | -5 | -4 | ? | -0.7 | -12 | -11 | 3 | -1
